Rev-erbA mod: modulators of human Rev-erb alpha DNA binding; P20393; Rev-erbα–FITC-DNA binding, fluorescence polarization, 90 min; activity, % at 10 µM; 370,000 tested, 0.79% active; AID 1259318;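 active means activity above about 14%, limit read from the data; passing the limit was not always enough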;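 further: 0% = DMSO wells with 35 nM protein and 100% = DMSO wells with 750 nM protein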
ASAP1 GAP inh: inhibitors of human ASAP1 ArfGAP activity | 360,000 tested, 0.19% active | inhibition, % at 16.5 µM | ASAP1-stimulated ARF1 GTP hydrolysis, GDP FP detection; in the data active means inhibition above about 25%;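 further: 0% = vehicle with enzyme and substrate and 100% = no enzyme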
Target sequence (Q9ULH1 325-724 limits assumed): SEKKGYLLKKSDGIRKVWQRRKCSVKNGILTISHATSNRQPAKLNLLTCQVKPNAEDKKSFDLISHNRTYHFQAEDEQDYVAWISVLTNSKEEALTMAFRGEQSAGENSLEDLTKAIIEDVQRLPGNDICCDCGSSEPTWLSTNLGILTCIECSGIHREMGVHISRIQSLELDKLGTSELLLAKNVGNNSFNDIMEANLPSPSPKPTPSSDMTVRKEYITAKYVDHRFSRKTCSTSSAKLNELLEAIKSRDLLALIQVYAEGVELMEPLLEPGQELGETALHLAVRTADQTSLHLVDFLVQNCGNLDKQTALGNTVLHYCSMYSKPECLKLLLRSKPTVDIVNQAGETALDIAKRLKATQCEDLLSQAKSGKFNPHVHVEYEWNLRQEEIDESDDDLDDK
sPLA2-III inh: Inhibits HGIII-sPLA2 liposome hydrolysis, primary screen. QFRET BODIPY PC-A2 liposome hydrolysis, fluorescence. 370,000 tested, 0.56% active. inhibition, % at 12.2 µM. AID 743126. Q9NZ20;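 active means inhibition above mean plus 3 SD of compounds lying within the high and low control bounds, cut at about 19% in these data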;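 further: 0% = median of test compound wells and 100% = no enzyme DMSO wells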
Target sequence (Q9NZ20 whole entry, looked up): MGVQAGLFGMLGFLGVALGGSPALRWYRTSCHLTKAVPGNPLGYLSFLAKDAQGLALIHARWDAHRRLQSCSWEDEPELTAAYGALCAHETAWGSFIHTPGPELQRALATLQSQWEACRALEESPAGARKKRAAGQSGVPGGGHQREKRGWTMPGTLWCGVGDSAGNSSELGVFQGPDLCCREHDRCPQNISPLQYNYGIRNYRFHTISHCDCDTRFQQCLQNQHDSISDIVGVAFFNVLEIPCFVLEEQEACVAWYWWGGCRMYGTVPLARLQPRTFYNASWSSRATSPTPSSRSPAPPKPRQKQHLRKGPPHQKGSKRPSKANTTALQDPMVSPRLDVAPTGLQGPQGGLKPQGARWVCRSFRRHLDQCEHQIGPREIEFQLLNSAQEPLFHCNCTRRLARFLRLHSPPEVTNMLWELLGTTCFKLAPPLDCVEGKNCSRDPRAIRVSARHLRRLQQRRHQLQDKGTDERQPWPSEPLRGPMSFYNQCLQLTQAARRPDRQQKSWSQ
ARFGAP1 inhibitor: inhibits rat ARF GTPase activating protein 1; Arfgap1-stimulated ARF1 GTP hydrolysis, GDP FP detection; Q62848; AID 651572; inhibition, % at 16.5 µM; 360,000 tested, 0.26% active;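 active means inhibition above a per-plate limit, mean inhibition of low control wells plus 3 SD, cut at about 25% in these data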;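 further: 0% = DMSO wells with enzyme and 100% = wells lacking Arfgap1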
Target sequence (Q62848 1-136 limits assumed): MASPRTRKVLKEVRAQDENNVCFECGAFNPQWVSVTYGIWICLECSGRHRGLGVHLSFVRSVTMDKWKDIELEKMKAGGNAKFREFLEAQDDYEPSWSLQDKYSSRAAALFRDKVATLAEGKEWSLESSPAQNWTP
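Material: rat Arfgap1 GAP domain (His6, aa 1-136), purified enzyme. Also added: human ARF1(Δ1-17)-GTP substrate. Compound dosing: 16.5 µM single point, 1.26% DMSO. Timing: enzyme reaction 120 min at 25 °C after 20 min preincubation. Signal: GDP detection by fluorescence polarization. Read-out basis: percent inhibition of GAP-stimulated GDP formation, scaled between DMSO and no-Arfgap1 medians.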
DDE Tn6 FP inh: inhibitors of Tn6 peptide binding to human fibrin DD(E); P02675; inhibition, % at 8.3 µM; AID 720509; Fibrin DD(E) TRITC-Tn6 fluorescence polarization displacement; 370,000 tested, 0.21% active;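 active means inhibition above a per-campaign cutoff: mean of compounds within control limits plus 3 SD, cut at about 15% in these data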;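 further: 0% = median of all compound wells on the plate and 100% = blocking peptide control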
PLC-beta3 inh: inhibitors of human phospholipase C beta3 | Q01970 | 370,000 tested, 0.18% active | Purified PLC-beta3, fluorogenic substrate, fluorescence | inhibition, % at 12.2 µM | AID 720704; in the data active means inhibition above about 11%;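 further: 0% = median of compound wells on plate and 100% = full blocker control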
PLC-gamma1 inh: PLC-gamma1 (human) inhibition, primary screen. AID 720700. P19174. inhibition, % at 12.2 µM. purified PLC-gamma1, fluorogenic substrate, fluorescence. 370,000 tested, 0.84% active; in the data active means inhibition above about 9.5%
KLK7 zymogen act: activators of human kallikrein-7 zymogen; P49862; purified proKLK7, EDANS-DABCYL substrate fluorescence; 100% is mature enzyme control, 0% vehicle; activation, % at 7 µM; 370,000 tested, 0.9% active;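 active means activation above the mean of all tested compounds plus 3 SD, computed per campaign excluding outliers beyond control limits, cut at about 13% in these data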
UHRF1 binding: UHRF1 methyl-DNA binding inhibition. Q96T88. UHRF1 binding to methylated oligo, TR-FRET. inhibition, % at 4.4 µM. 370,000 tested, 0.75% active. AID 687016; in the data active means inhibition above about 21%;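 further: UHRF1 SRA domain binding a hemimethylated CpG hairpin DNA probe; 0% = median of test compound wells and 100% = reference inhibitor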
DDE Tn7 FP inh: DD(E)-Tn7 binding inhibition, primary FP screen; AID 720508; FP displacement of FITC-Tn7 peptide from fibrin DD(E); 0% = median of compound wells per plate; P02675; inhibition, % at 8.3 µM; 370,000 tested, 0.13% active;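 active means inhibition above the mean of compounds falling within the control limits plus 3 SD of them, cut at about 14% in these data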;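 further: 0% = plate median of compound wells and 100% = 10 µM Aha-Tn7 peptide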
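Assay system: human fibrin DD(E) protein / Input: 2 µM fibrin DD(E) / Benchmarks: high control of 10 µM Aha-Tn7 peptide / Measured by: fluorescence polarization of the labelled Tn7 tracer / Medium: Tris buffer with calcium and detergent, pH 7.8 / Timing: 10 min compound pre-incubation, 3 h probe incubation at room temperature / Repeats: one replicate per compound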
An asterisk follows results filed as active; . = not tested or not shown.

SMILES	Rev-erbA mod	ASAP1 GAP inh	sPLA2-III inh	ARFGAP1 inhibitor	DDE Tn6 FP inh	PLC-beta3 inh	PLC-gamma1 inh	KLK7 zymogen act	UHRF1 binding	DDE Tn7 FP inh
CCCCCc1cc(=O)oc2c(C(CCN3CCCCC3)c3ccc4c(c3)OCO4)c(OC)cc(OC)c12 (stereo not given)	1	1	-7	9	-2	-14	-11	-0.3	0	-2
COc1ccc(S(=O)(=O)N2CCC(C(=O)NC3CCCCC3C)CC2)cc1 (stereo not given)	-2	-3	1	-7	1	-3	0	0.2	-1	2
Cc1nnc(NC(=O)c2ccccc2-c2ccccc2C(=O)O)s1	-7	3	3	0	-2	-5	1	0.0	0	-5
Cc1ccnc(NC(=O)c2ccc(NS(=O)(=O)/C=C/c3ccccc3)cc2)c1	-5	0	-47	-5	-7	1	9	0.1	0	1
CCN(c1cccc(C)c1)S(=O)(=O)c1cccc(C(=O)O)c1	7	-6	0	2	-9	0	-1	0.2	1	-7
O=C1c2ccccc2-c2nccnc21	-3	6	0	12	1	2	3	0.2	-10	-2
CC1(C)OC2C(O1)[C@@H](CO)O[C@H]2n1cnc2c(N)ncnc21 (stereo not given in full)	-2	-7	15	4	3	-6	1	-0.3	0	-3
CC1CCc2c(sc(NC(=O)CSc3nc(N)cc(=O)[nH]3)c2C(N)=O)C1 (stereo not given)	3	9	0	-5	3	-10	2	0.8	-2	-10
Cc1cc(=O)oc2cc(OCC(=O)N3CCN(C(=O)C4COc5ccccc5O4)CC3)ccc12 (stereo not given)	0	1	-3	-14	0	-18	-5	0.1	0	6
c1ccc(COC2CCCN(Cc3nc(-c4cnccn4)no3)C2)nc1 (stereo not given)	5	-2	3	6	3	1	0	-0.2	1	9
O=C(c1ccc(S(=O)(=O)N2CCCCCC2)cc1)N1CCCC(C(F)(F)F)C1 (stereo not given)	-7	-4	9	8	3	-7	-1	-0.2	-2	9
CCN(CC(=O)NC1CCS(=O)(=O)C1)S(=O)(=O)c1ccc(Cl)cc1C(F)(F)F (stereo not given)	-3	9	-5	9	-6	-3	0	-0.5	-3	-2

Rewritten with the structure last: entries from further up.
| Rev-erbA mod | ASAP1 GAP inh | sPLA2-III inh | ARFGAP1 inhibitor | DDE Tn6 FP inh | PLC-beta3 inh | PLC-gamma1 inh | KLK7 zymogen act | UHRF1 binding | DDE Tn7 FP inh | mol |
| --- | --- | --- | --- | --- | --- | --- | --- | --- | --- | --- |
| -2 | -3 | 1 | -7 | 1 | -3 | 0 | 0.2 | -1 | 2 | COc1ccc(S(=O)(=O)N2CCC(C(=O)NC3CCCCC3C)CC2)cc1 (stereo not given) |
| -7 | 3 | 3 | 0 | -2 | -5 | 1 | 0.0 | 0 | -5 | Cc1nnc(NC(=O)c2ccccc2-c2ccccc2C(=O)O)s1 |
| -5 | 0 | -47 | -5 | -7 | 1 | 9 | 0.1 | 0 | 1 | Cc1ccnc(NC(=O)c2ccc(NS(=O)(=O)/C=C/c3ccccc3)cc2)c1 |
| 7 | -6 | 0 | 2 | -9 | 0 | -1 | 0.2 | 1 | -7 | CCN(c1cccc(C)c1)S(=O)(=O)c1cccc(C(=O)O)c1 |
| -3 | 6 | 0 | 12 | 1 | 2 | 3 | 0.2 | -10 | -2 | O=C1c2ccccc2-c2nccnc21 |

(next part)
SMILES	Rev-erbA mod	ASAP1 GAP inh	sPLA2-III inh	ARFGAP1 inhibitor	DDE Tn6 FP inh	PLC-beta3 inh	PLC-gamma1 inh	KLK7 zymogen act	UHRF1 binding	DDE Tn7 FP inh
CC(=O)c1cccc(NC(=O)NCCc2ccc(Cl)cc2)c1	-1	4	-8	-8	12	-18	-8	-0.1	0	-3
Oc1ccc(C2=CSC3=NCCN23)cc1O	1	8	5	6	-6	-7	-2	0.2	5	-1
CCOc1ccc2[nH]c(C(=O)N/N=C/c3ccccc3OC)cc2c1	-2	30*	-15	10	-14	-175	-124	0.4	-2	-2
O=C(C1CCCO1)N1CCN(C(=S)Nc2cccc(Cl)c2)CC1 (stereo not given)	-11	0	0	-7	-2	12*	4	-0.5	3	-2
CN(C)S(=O)(=O)c1ccc(NC(=O)c2ccc([N+](=O)[O-])cc2)cc1	-2	-6	11	2	6	-7	0	0.3	4	-3
N#CC1=C(N)Oc2c(O)cc3ccccc3c2C1c1ccsc1 (stereo not given)	1	8	-112	-3	-1	1	6	-0.5	0	-7
O=C(CSc1nnc(COc2ccccc2)n1-c1ccc(Cl)cc1)Nc1ccccc1-c1ccccc1	1	.	-20	.	-6	8	7	0.8	2	-1
C=CCNC(=S)NNC(=O)c1cccn(Cc2ccc(Cl)cc2)c1=O	5	7	17	2	-2	-29	-23	27*	0	-3
COc1ccc(N=C2NC(=O)C(CO)(CO)S2)cc1	-1	2	7	10	-4	-4	-2	0.2	-1	-1
CCOC(=O)CCSc1nc(N2CCOCC2)c2c(c1C#N)CC(C)(C)OC2	1	-9	0	0	6	-4	2	0.0	-1	1
COc1ccc(Cl)cc1C(=O)Nc1cccnc1	0	6	12	19	-3	-1	4	-0.5	2	-4
O=C(CCc1ccccc1)NC(=S)NCc1ccco1	8	11	-2	-4	1	-7	0	0.2	-1	0

Profiles, quoted from the list. Order of values: Rev-erbA mod, ASAP1 GAP inh, sPLA2-III inh, ARFGAP1 inhibitor, DDE Tn6 FP inh, PLC-beta3 inh, PLC-gamma1 inh, KLK7 zymogen act, UHRF1 binding, DDE Tn7 FP inh
Shown for `CC1CCc2c(sc(NC(=O)CSc3nc(N)cc(=O)[nH]3)c2C(N)=O)C1` (stereo not given) : 3, 9, 0, -5, 3, -10, 2, 0.8, -2, -10
Shown for `CCOc1ccc2[nH]c(C(=O)N/N=C/c3ccccc3OC)cc2c1` : -2, 30*, -15, 10, -14, -175, -124, 0.4, -2, -2
Shown for `Oc1ccc(C2=CSC3=NCCN23)cc1O` : 1, 8, 5, 6, -6, -7, -2, 0.2, 5, -1
Shown for `CCN(c1cccc(C)c1)S(=O)(=O)c1cccc(C(=O)O)c1` : 7, -6, 0, 2, -9, 0, -1, 0.2, 1, -7

New compounds follow:
SMILES	Rev-erbA mod	ASAP1 GAP inh	sPLA2-III inh	ARFGAP1 inhibitor	DDE Tn6 FP inh	PLC-beta3 inh	PLC-gamma1 inh	KLK7 zymogen act	UHRF1 binding	DDE Tn7 FP inh
Cc1nn2c(NC(C)C)c3c(nc2c1-c1ccccc1)CCC3	-3	0	4	2	-1	-87	-51	-0.3	5	-3
O=C(N/N=C\c1cccnc1)c1cc(-c2ccccc2)nc2c(Cl)cccc12	7	5	-1	20	-11	-7	3	0.2	-3	1
CCOc1cc(C(=O)Nc2cnccn2)cc(OCC)c1OCC	-3	4	0	-4	-4	1	3	-0.2	-5	-5
Cc1cc(CNC(=O)[C@H](C)[C@@H]2C[C@@]2(C)[C@@H](NC(=O)OCc2ccccc2)c2ccccc2)nn1C	-5	10	-2	3	4	2	2	0.9	1	11
Cc1ccc(Oc2nc3ccccn3c(=O)c2/C=C(\C#N)C(=O)NC2CCS(=O)(=O)C2)cc1 (stereo not given)	-7	-6	-3	4	3	-140	-102	0.9	-3	5
CCOC(=O)c1c(NC(=O)c2ccc(Br)o2)sc(C)c1CC	-3	14	3	-4	5	-62	-46	-6.3	-1	2
CS(=O)(=O)N1CCc2cc(-c3csc(NC(=O)C(c4ccccc4)c4ccccc4)n3)ccc21	-1	18	-5	-1	-3	3	-1	0.3	-3	3
N#Cc1c(Cl)cccc1Oc1ccc(S(=O)(=O)Nc2ccccc2)cc1	0	9	-27	-2	-3	3	-2	0.8	-2	-8
Cc1ccc2[nH]c(-c3ccccc3)c(CN3CCN(C)CC3)c(=O)c2c1	3	3	6	0	-2	3	-1	0.3	-1	-2
Cc1ccc(C2(C)NC(=O)N(CC(=O)N(C)CC(=O)Nc3cccc4ccccc34)C2=O)cc1 (stereo not given)	0	2	-13	3	-8	-3	3	0.7	-2	3
CCOc1ccc(OCC(=O)OCn2c(SC)nnc(C)c2=O)cc1	-2	-6	-5	-6	-5	1	1	-0.3	-1	2
COc1ccc(N2CCN(C(=O)CCNC(=O)c3ccccc3)CC2)cc1	10	2	4	-7	5	1	0	-0.3	0	-3

The final two records of the part above come first, to join the parts:
SMILES	Rev-erbA mod	ASAP1 GAP inh	sPLA2-III inh	ARFGAP1 inhibitor	DDE Tn6 FP inh	PLC-beta3 inh	PLC-gamma1 inh	KLK7 zymogen act	UHRF1 binding	DDE Tn7 FP inh
CCOc1ccc(OCC(=O)OCn2c(SC)nnc(C)c2=O)cc1	-2	-6	-5	-6	-5	1	1	-0.3	-1	2
COc1ccc(N2CCN(C(=O)CCNC(=O)c3ccccc3)CC2)cc1	10	2	4	-7	5	1	0	-0.3	0	-3
CC(C)(C)C(=O)N1CCC(O)(CS(=O)(=O)Cc2ccccc2)CC1	1	-7	0	7	8	-4	0	-0.1	-1	0
CCOc1ncccc1C(=O)OCc1ccccc1	-3	-3	-2	2	-3	-2	1	0.5	2	-6
O=C(CN1CCN(Cc2ccccc2Cl)CC1)N=Nc1c(O)[nH]c2ccccc12	-5	6	-5	-9	6	-3	-1	0.5	-3	1
O=C(NCCc1c[nH]c2ccccc12)c1cc(S(=O)(=O)N2CCCCC2)ccc1N1CCOCC1	0	11	-42	14	0	-2	1	-0.2	-1	-3
COc1ccc(CCN(C)c2ccc(S(=O)(=O)N3CCCC3)cc2[N+](=O)[O-])cc1OC	4	4	2	15	-4	-1	1	0.5	3	9
COC(=O)[C@@]12C[C@@H](CC(=O)NCc3ccccc3)C(=O)N(CCc3ccc(OC)c(OC)c3)C1=CCC(C)(C)C2	0	-2	-10	4	0	4	5	0.2	0	0
COc1ccccc1CNC(=O)Cc1ccc(OC)c(OC)c1	-2	-11	-3	-5	-2	-3	1	-0.3	0	-8
N[C@@H](CO)c1nnc([C@H](Cc2ccc(O)cc2)NC(=O)C2CCNCC2)o1	0	3	8	8	2	2	-1	-0.6	-2	3
COc1ccc(/C=N/NC(=O)C2COc3ccccc3O2)cc1OC (stereo not given)	-5	1	2	-5	8	4	1	-0.2	-2	3
O=C(COC(=O)CNC(=O)c1cccs1)Nc1ccccc1C(F)(F)F	-3	5	3	2	-3	2	4	-0.6	3	-6
CCOc1cc(C=O)c(Br)cc1OC1CCCC1	22*	-6	-3	-7	0	1	-1	-0.2	-1	-6
COC(=O)c1ccc(OCC(O)CN2C(=O)c3ccccc3S2(=O)=O)cc1 (stereo not given)	1	1	-6	6	1	0	0	-0.3	-2	5
O=C(O)C[C@H]1c2ccc(C(F)(F)F)cc2S(=O)(=O)N1Cc1ccccc1	-7	-1	8	-2	1	0	1	0.2	3	6
COc1ccc(NC(=O)CN(C)C(=O)CNC(=O)c2ccc(C)s2)cc1	-7	2	7	6	7	-8	-1	-0.3	0	3
